Dynein transport: blocks dynein driven cargo transport along microtubules. 3617.4 mouse cells, GR-EGFP nuclear translocation imaging; test concentration mostly 20 µM; stimulated with dexamethasone, 1 µM; stronger effect = lower value. 0.47% of 220,000 active. z-score, hits read low. AID 1381;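 active means plate z-score of nuclear minus cytoplasmic receptor signal below a set negative limit, without overly bright fluorescence or cell loss, cut at about -3.5 in these data, passing the limit was not always enough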;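 further: z-score of nuclear minus cytoplasmic ring GR-EGFP intensity difference per well; some compounds called inactive have numbers as strong as hits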
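Buffer or medium: tet-free, stripped-serum medium; reagent: dexamethasone at 1.0 µM final, 30 min; incubation: 48 h induction, 1 h compound, 30 min dex at 37 °C; measured by: formaldehyde fixation, Hoechst nuclear stain, 10x automated fluorescence imaging; read-out: nuclear-to-cytoplasmic GR-EGFP distribution per well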
bCat nuc transl: alters nuclear translocation of beta-catenin in HeLa cells. 0.3% of 190,000 active. AID 1665. immunofluorescence imaging. nuclear translocation activity, % at 5 µM;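 active means nuclear translocation activity above 50% at 5 µM, with a well cell count of 50 or more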;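 further: per-cell ratio of nuclear to cytoplasmic median beta-catenin stain intensity; plate controls were DMSO negative control for no effect and GSK-3 inhibitor IX positive control for full effect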
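Assay system: human HeLa cells, native beta-catenin; doses: 5 µM primary, 0.02–20 µM confirmation; incubation: compound treatment 24 h, 37°C, 5% CO2; technique: fluorescence imaging of beta-catenin antibody stain plus DAPI; measure: % activation, nuclear-to-cytoplasmic median beta-catenin signal ratio per cell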
Yfh1-off respiration: enhancers of respiration in Yfh1-depleted yeast, dose response, Friedreich's ataxia, plus single-dose screen (AID 1465); S. cerevisiae Yfh1-off respiration, WST-1 reduction, 72 h; higher fold induction means a stronger effect; 0.074% of 220,000 active; fold induction at 50 µM, or EC50 in µM where a hit was titrated;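 active means fold induction of absorbance versus untreated yeast above a set limit, then at least 30% activation at any dose in follow-up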;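 further: activators that raise dye reduction in frataxin-depleted yeast; strong numbers were not always called active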
WT yeast gro inh: growth inhibition of WT yeast, mitochondrial fusion screen. mitochondrial fusion phenotypic screen, WT strain. inhibition, % at 10 µM. 2.1% of 190,000 active; in the data active means inhibition above about 58%; tested in S. cerevisiae
Autophagy HCS: autophagy modulation, high-content screen; 0.98% of 190,000 active; calls only at 10 µM (by protocol); MEF GFP-LC3 puncta imaging; test concentration mostly 10 µM; AID 463193;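 active means percentage of spot-positive cells more than 3 SD above its plate mean, without a fluorescence outlier flag or 80% toxicity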;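 further: spot-positive cell cutoff set from DMSO-treated cells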
P. falciparum M17LAP: P. falciparum M17LAP inhibitors, primary screen, biochemical, fluorogenic H-Leu-NHMec substrate, 1536-well (AID 1619). recombinant M17LAP, H-Leu-NHMec fluorogenic kinetic assay; higher % means a stronger effect. 0.38% of 220,000 active. one-dose inhibition, % at 30 µM; IC50 in µM for titrated hits;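 active means compound inhibiting the enzyme by more than half at any dose during confirmatory dose-response retesting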;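 further: plate controls were full reaction with DMSO carrier for no effect and no enzyme background for full effect; strong numbers were not always called active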
M1AAP inhibition: P. falciparum M1AAP inhibitors, biochemical, fluorogenic H-Leu-NHMec substrate, 1536-well (AID 1445) | recombinant M1AAP, H-Leu-NHMec fluorogenic kinetic assay; higher % means a stronger effect | one-dose inhibition, % at 30 µM; IC50 in µM for titrated hits | 0.42% of 220,000 active;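 active means primary inhibition above the hit cutoff, then over 50% inhibition at one or more dose response concentrations, cut at about 23% in these data, passing the limit was not always enough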;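 further: plate controls were DMSO full reaction for no effect and no enzyme background for full effect; strong numbers were not always called active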
MT stabilizer: stabilizes microtubules in HeLa cells. HeLa tubulin immunostaining HCS, 24 h; share of cells brighter than vehicle mean+2SD. % tubulin-high responders, % at 10 µM. 0.83% of 200,000 active;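 active means plate Z-score above 3 for both tubulin-high and condensed-nucleus cell shares, with cell loss under 80%, at 10 µM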;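 further: anti alpha tubulin signal scored within the nucleus-defined area of each cell; some results filed as inactive read as strong as hits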
T cell modulator: T cell immune modulation candidate; 2C CD8+ T cell-vesicle binding, flow cytometry; stronger effect = lower value; calls only at 7 µM; 0.068% of 330,000 active; AID 2052;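 active means response, share of CD8 T cells binding vesicles, and their 90th percentile fluorescence all below set limits, cut at about 80% in these data, passing the limit was not always enough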
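Also added: QL9-peptide-loaded Drosophila micro-vesicles bearing Ld, ICAM-1 and B7-1; Test system: purified 2C TCR transgenic mouse naive CD8+ T cells; Measured by: cytometric PE anti-B7-1 and Alexa647 anti-CD8 signals after 1% paraformaldehyde fixation; Timing: binding step 1.5 h, 37 °C, antibody labelling 20 min, ice.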
WT yeast gro inh mutant strain: second read-out of WT yeast gro inh, no call of its own (marks repeat the call); inhibition, %; mitochondrial fusion phenotypic screen, mutant strain inhibition
Dynein transport cytoplasmic EGFP: also measured in Dynein transport; calls as there; z-score; measured here: cytoplasmic GR-EGFP intensity; stronger effect = higher value
Dynein transport nuclear GR-EGFP: further read-out of Dynein transport, marked with its call; z-score; measured here: nuclear GR-EGFP intensity;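 lower value marks the stronger effect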
Dynein transport cell count: recorded beside Dynein transport, whose call it bears; z-score; measured here: cell count per field
bCat nuc transl cell count 5 µM: recorded beside bCat nuc transl, whose call it bears; cell count; measured here: cell count, cytotoxicity flag
T cell modulator vesicle-bound %: recorded beside T cell modulator, whose call it bears; double positive events, %; measured here: CD8+ vesicle-bound cell fraction;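 binding gate set so that unloaded-vesicle control wells show 10% double positive cells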
MT stabilizer Hoechst-high %: recorded beside MT stabilizer, whose call it bears; % Hoechst-high responders; measured here: nuclear condensation Hoechst responders;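 share of cells brighter than vehicle mean plus two SD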
MT stabilizer cytotoxicity %: further read-out of MT stabilizer, marked with its call; toxicity, %; measured here: cytotoxicity by cell density;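 0% = mean cell density of plate MIN control wells and 100% = no cells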
Autophagy HCS cell loss 18 h: further read-out of Autophagy HCS, marked with its call; toxicity, %; measured here: cell loss, nuclei count;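 cell loss after 18 h compound exposure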
An asterisk follows results filed as active; i = inactive; . = no result given.

Start of the data: the first nine records as a preview:
Every second line gives: Dynein transport, Dynein transport cytoplasmic EGFP, Dynein transport nuclear GR-EGFP, Dynein transport cell count, bCat nuc transl, bCat nuc transl cell count 5 µM, Yfh1-off respiration, WT yeast gro inh, WT yeast gro inh mutant strain, Autophagy HCS, Autophagy HCS cell loss 18 h, P. falciparum M17LAP, M1AAP inhibition, MT stabilizer, MT stabilizer Hoechst-high %, MT stabilizer cytotoxicity %, T cell modulator, T cell modulator vesicle-bound %
Cc1ccc(NC(=O)c2ccccc2-c2ccccc2C(=O)O)cc1C
    1.2, -0.34, 1, -0.019, 0.6, 1066, i, 6, -1, i, 2, 4%, 3%, 3.2, 3.1, 4.9, i, 56
O=C1Nc2ccc(S(=O)(=O)NCc3ccco3)c3cccc1c23
    0.96, -0.16, 0.87, -1.1, ., ., i, ., ., i, 5, ., ., 3.2, 1.6, 17, i, 62
CN(CCOc1ccc(Cl)cc1)c1ccc(S(=O)(=O)N2CCCCC2)cn1
    -0.024, -0.21, -0.14, 0.36, -2.1, 796, i, 15, -10, i, 4, -5%, 3%, 1.8, 1.4, 5.2, i, 36
Cc1cccc(OCCn2cnc(Cl)c2Cl)c1
    -0.64, -0.2, 0.51, 0.16, -0.2, 1357, i, ., ., ., ., -5%, 3%, ., ., ., i, 30
COc1cccc(C2(c3cccc(OC)c3)CC2C(=O)Nc2ccccc2Cl)c1 (stereo unspecified)
    -0.73, -0.28, -0.58, 0.69, -0.8, 1149, ., -10, -7, i, 17, -8%, 3%, 4.6, 6.5, 0.6, i, 52
COCCNC(=O)C(C)Oc1ccccc1 (stereo unspecified)
    -0.58, -0.27, -0.44, 0.56, 0.4, 1488, i, -6, 8, i, 1, -6%, -1%, 1.5, 2.0, 4.7, i, 42
CC1=NN(/C(=N\c2nnc(C)s2)Nc2ccccc2)[C@H](c2cccc3ccccc23)S1
    0.62, -0.27, 0.33, 0.084, -1.9, 428, i, 54, 13, i, -10, -8%, 11%, 2.9, 2.5, 8.9, i, 49
CON/C=N/C(=S)Nc1ncc(C(F)(F)F)cc1Cl
    -0.79, -0.19, 0.37, 0.32, 2.0, 918, i, 12, 23, i, -7, 2%, 10%, 4.5, 2.7, 3.9, i, 46
CC(=O)c1cccc(NC(=S)NC2CCCCC2)c1
    -0.4, -0.29, 0.39, 0.55, -0.3, 533, i, -10, -2, i, 2, 1%, -2%, 5.3, 2.2, 5.2, i, 23

All compounds of this part, from the first entry:
Every second line gives: Dynein transport, Dynein transport cytoplasmic EGFP, Dynein transport nuclear GR-EGFP, Dynein transport cell count, bCat nuc transl, bCat nuc transl cell count 5 µM, Yfh1-off respiration, WT yeast gro inh, WT yeast gro inh mutant strain, Autophagy HCS, Autophagy HCS cell loss 18 h, P. falciparum M17LAP, M1AAP inhibition, MT stabilizer, MT stabilizer Hoechst-high %, MT stabilizer cytotoxicity %, T cell modulator, T cell modulator vesicle-bound %
Cc1ccc(NC(=O)c2ccccc2-c2ccccc2C(=O)O)cc1C
    1.2, -0.34, 1, -0.019, 0.6, 1066, i, 6, -1, i, 2, 4%, 3%, 3.2, 3.1, 4.9, i, 56
O=C1Nc2ccc(S(=O)(=O)NCc3ccco3)c3cccc1c23
    0.96, -0.16, 0.87, -1.1, ., ., i, ., ., i, 5, ., ., 3.2, 1.6, 17, i, 62
CN(CCOc1ccc(Cl)cc1)c1ccc(S(=O)(=O)N2CCCCC2)cn1
    -0.024, -0.21, -0.14, 0.36, -2.1, 796, i, 15, -10, i, 4, -5%, 3%, 1.8, 1.4, 5.2, i, 36
Cc1cccc(OCCn2cnc(Cl)c2Cl)c1
    -0.64, -0.2, 0.51, 0.16, -0.2, 1357, i, ., ., ., ., -5%, 3%, ., ., ., i, 30
COc1cccc(C2(c3cccc(OC)c3)CC2C(=O)Nc2ccccc2Cl)c1 (stereo unspecified)
    -0.73, -0.28, -0.58, 0.69, -0.8, 1149, ., -10, -7, i, 17, -8%, 3%, 4.6, 6.5, 0.6, i, 52
COCCNC(=O)C(C)Oc1ccccc1 (stereo unspecified)
    -0.58, -0.27, -0.44, 0.56, 0.4, 1488, i, -6, 8, i, 1, -6%, -1%, 1.5, 2.0, 4.7, i, 42
CC1=NN(/C(=N\c2nnc(C)s2)Nc2ccccc2)[C@H](c2cccc3ccccc23)S1
    0.62, -0.27, 0.33, 0.084, -1.9, 428, i, 54, 13, i, -10, -8%, 11%, 2.9, 2.5, 8.9, i, 49
CON/C=N/C(=S)Nc1ncc(C(F)(F)F)cc1Cl
    -0.79, -0.19, 0.37, 0.32, 2.0, 918, i, 12, 23, i, -7, 2%, 10%, 4.5, 2.7, 3.9, i, 46
CC(=O)c1cccc(NC(=S)NC2CCCCC2)c1
    -0.4, -0.29, 0.39, 0.55, -0.3, 533, i, -10, -2, i, 2, 1%, -2%, 5.3, 2.2, 5.2, i, 23
Cc1ccc(C(=O)N2CCN(c3ccccc3)CC2)cc1S(=O)(=O)N1CCCC1
    0.69, -0.079, 1.3, -0.52, -2.0, 1223, i, -5, -4, i, -5, 2%, 8%, 3.6, 3.7, 3.9, i, 31
Cc1nc(-c2ccc(S(=O)(=O)NCc3ccccn3)s2)cs1
    -0.29, -0.24, 0.31, 0.81, 1.0, 1323, i, ., ., ., ., -2%, -4%, ., ., ., i, 40
CN(C)S(=O)(=O)c1ccc(NC(=O)c2cc(-c3cccs3)nc3ccccc23)cc1
    0.84, -0.31, 0.074, -0.027, -4.5, 540, i, -14, -13, i, 5, -11%, 13%, 4.3, 2.6, 2.9, i, 49
COc1cc(C(=O)OCC(=O)Nc2c(F)cccc2F)cc(OC)c1C
    0.13, -0.37, 0.072, 0.37, 2.5, 1078, i, -5, 0, i, 2, 5%, 0%, 2.6, 2.3, 5.7, i, 44
CCOC(=O)CSc1nnc(Cc2ccccc2)n1-c1cccc(Cl)c1
    0.14, -0.13, 0.42, -0.54, -2.4, 1328, i, 12, 18, i, -4, 1%, 2%, 2.8, 1.5, 4.4, i, 22
CC(C)N(Cc1nccn1C)C(=O)c1cc(COc2ccc3ncccc3c2)on1
    0.58, -0.28, 0.075, -0.15, -0.9, 936, i, 8, 6, i, 17, 0%, -12%, 2.5, 2.1, 1.0, i, 33
NC(=O)[C@@H]1CCCN1Cc1nc(-c2ccccc2)no1
    -0.12, -0.2, 0.33, 0.9, 0.2, 1020, i, -15, -7, i, 15, ., ., 2.2, 1.1, 5.6, i, 38
CCOC(=O)CCCNC(=O)CCNC(=O)c1ccc(OCCC(C)C)cc1
    -0.15, -0.19, 0.3, -0.033, -0.4, 1288, i, ., ., ., ., -5%, -2%, ., ., ., i, 27
O=C(N=c1ccn(-c2nc3ccccc3nc2NS(=O)(=O)c2ccc(Cl)cc2)cc1)c1cccs1
    0.29, 0.83, 1, -0.46, -0.6, 1369, i, ., ., ., ., 12%, 3%, ., ., ., i, 56
COc1ccc(C2=NOC(C(=O)Nc3cc(C)nn3-c3ccccc3)C2)cc1OC (stereo unspecified)
    2.1, -0.082, 1.4, -0.71, ., ., i, 21, 6, i, 10, 9%, 4%, 2.2, 1.7, 13, i, 28
COc1ccc(CCNC(=O)CC2SC(N)=NC2=O)cc1OC (stereo unspecified)
    -1.1, -0.13, -1.2, 1.2, 0.2, 1472, i, -12, -4, i, -18, -14%, -3%, 1.4, 2.3, 4.1, i, 59
O=C(NC(=S)Nc1ccc(N2CCOCC2)cc1)c1ccccc1
    0.78, -0.25, 0.31, -0.24, -3.1, 1128, i, 9, 17, i, 13, -1%, 10%, 2.7, 2.5, 6.6, i, 65
O=C(CCc1nc2ccccc2s1)OCC(=O)c1ccc[nH]1
    -0.81, -0.24, -0.27, -0.14, -4.6, 1084, i, -5, -6, i, 25, 4%, 0%, 1.5, 1.4, 2.9, i, 26
Cc1c(C(=O)Nc2cccc(S(=O)(=O)N3CCCC3)c2)oc2ccccc12
    -0.33, -0.72, 0.011, 0.44, -0.7, 1269, i, ., ., ., ., -18%, 2%, ., ., ., i, 18
CCOC(=O)c1sc(NC(=O)CSc2nc3ccccc3s2)c(C(=O)OCC)c1C
    -0.64, -0.15, -0.62, 1, -1.3, 897, i, -6, -17, i, 1, 14%, 7%, 5.4, 4.8, 1.5, i, 51
CC(C)C(C)(C#N)NC(=O)CSc1nc2scc(-c3ccccc3)c2c(=O)[nH]1 (stereo unspecified)
    -0.053, 0.04, -0.36, 0.044, -3.6, 633, i, -9, -15, i, 6, 14%, 11%, 3.9, 3.4, 4.4, i, 42
Cc1ccc(C)n1CCN1CCN(C(=O)CC#N)CC1
    0.54, -0.33, 0.57, -0.32, -0.2, 1065, i, -7, 6, i, -12, 2%, 8%, 2.5, 3.0, 10, i, 24
COc1ccc(OC)c(C(=O)CSc2nnnn2C)c1
    -0.55, -0.15, 0.1, -0.001, -2.6, 882, i, -4, -6, i, 9, -15%, -11%, 4.2, 2.3, 7.4, i, 14
C/C(CCc1oc2ccccc2c1-c1ccc(C)o1)=N/O
    -1.1, -0.078, -0.55, 0.22, -4.5, 1137, i, 12, 5, i, -5, -15%, -4%, 2.2, 1.5, 9.2, i, 40
COc1cccc(/C=N\NC(=O)C2=NNC(=O)C2C)c1O (stereo unspecified)
    0.48, -0.24, 0.29, 0.017, -2.7, 524, i, 24, 28, i, 5, 49%, 11%, 1.9, 1.5, 1.7, i, 5

Compound activity (PubChem)
